Screening results: PubChem BioAssay, several laboratories
AHR activator: human AHR activation. P35869. AHR-responsive luciferase reporter cells, luminescence. activation, % at 5 µM. 320,000 tested, 2.5% active. AID 2796; in the data active = activation above about 47%;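 also: 0% = vehicle wells and 100% = reference agonist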
procasp7 counter: counter-screen for procaspase-3 activators: activators of human procaspase-7 | recombinant procaspase-7, Ac-DEVD-pNA absorbance 405 nm; D23A/D198A/D206A triple mutant, cannot self-cleave; scale: DMSO 0, 5 µM enzyme 100 | 330,000 tested, 0.093% active | activation, % at 8.5 µM | P55210;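 active = percent activation above the screen-wide mean plus 3 SD, cut at about 25% in these data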
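buffer or medium = Zinc-free HEPES/NaCl buffer, pH 7.4 | material = Procaspase-7 triple mutant (PC-7 D3A) | input = 2 µM procaspase-7 mutant as dispensed | signal = Epi-absorbance of released pNA at 405 nm, two timepoints | timing = 1 h preincubation, 2 h reaction | replicates = singlicate compound testing | evaluation = % activation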
ZTA DNA inh: blocks Epstein-Barr virus ZTA, an EBNA-1 counter-screen. inhibition, % at 11 µM. ZTA-DNA binding, fluorescence polarization. P03206. 320,000 tested, 0.15% active; in the data active = inhibition above about 33%
MEP2-GFP yeast: modulators of TOR pathway MEP2-GFP in S. cerevisiae; AID 2016; GFP response vs DMSO, % at 10 µM; S. cerevisiae MEP2-GFP strain, flow cytometry GFP, 3 h; 100% = DMSO control level; 330,000 tested, 0.51% active;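 active = GFP response versus DMSO above a set limit, roughly screen mean plus 3 SD, cut at about 180% in these data; inconclusive = fewer than 70 cells counted for a yeast strain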;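 also: median GFP fluorescence of the barcode-gated MEP2-GFP cells per well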
EBNA-1 inhibitor: blocks EBNA-1 binding to DNA; EBNA-1 DNA binding, fluorescence polarization; inhibition, % at 14.8 µM; 300,000 tested, 0.34% active; in the data active = inhibition above about 28%
LAP4 TOR yeast: modulators of TOR pathway LAP4-GFP in S. cerevisiae | 320,000 tested, 0.34% active | S. cerevisiae LAP4-GFP multiplex, flow cytometry GFP, 3 h; median GFP as percent of DMSO wells | GFP response vs DMSO, % at 10 µM;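 active = GFP response vs DMSO above a set limit, about the screen mean plus 3 SD, cut at about 150% in these data; inconclusive = under 70 cell events counted for the yeast strain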
procasp3 activ: procaspase-3 (human) activation. P42574. recombinant procaspase-3 D3A, Ac-DEVD-pNA absorbance 405 nm. activation, % at 8.5 µM. 330,000 tested, 0.11% active. AID 463141;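 active = activation above the mean of all tested compounds plus 3 SD, cut at about 21% in these data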;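 also: 0% = DMSO alone and 100% = DMSO wells spiked with extra 5 µM PC-3 D3A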
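Technique: 405 nm absorbance of p-nitroaniline, reads at 0 and 120 min; Test system: Procaspase-3 D3A mutant; Incubation: 1 h enzyme-compound preincubation, then 2 h substrate reaction, 25 °C; Repeats: singlicate, each compound tested once; Benchmarks: low control DMSO wells, high control DMSO plus 5 µM PC-3 D3A.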
RPL19A-GFP yeast: yeast TOR pathway RPL19A-GFP modulation; S. cerevisiae RPL19A-GFP strain, flow cytometry, 3 h; hits give low values; percent response vs DMSO, % at 10 µM; 330,000 tested, 0.3% active;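 active = percent response vs DMSO below 50%; inconclusive = fewer than 70 events counted for the yeast strain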;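 also: median channel GFP fluorescence of the barcoded RPL19A-GFP strain; ratio of sample median GFP to plate DMSO average so 100% = DMSO; lower means less RPL19A-GFP as with rapamycin TOR inhibition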
Active calls of the source: *; ? = inconclusive; / = no result given; [ ] = remark or other dose.

SMILES	AHR activator	procasp7 counter	ZTA DNA inh	MEP2-GFP yeast	EBNA-1 inhibitor	LAP4 TOR yeast	procasp3 activ	RPL19A-GFP yeast
COc1ccc(-c2nnc3ccc(SCC(=O)N4CCOCC4)nn23)cc1	2	10	-2	99	-3	110	6	102
Cc1oc2c(CN3CCOCC3)c(O)ccc2c(=O)c1-c1ccccc1	-1	11	-8	102	5	95	1	95
CCCN(C(=O)CSc1nnc(-c2ccoc2C)n1N)C1CCS(=O)(=O)C1 (stereo unspecified)	-1	5	4	92	3	96	4	94
Cc1c(C(=O)N/N=C/C(C)C)[nH]c2c([N+](=O)[O-])cccc12	86*	-11	-3	100	1	99	-6	106
Cc1ccc(-n2c3c(cc(C(=O)NC4CCSC4=O)c2=O)C(=O)CCC3)cc1 (stereo unspecified)	8	-3	0	100	-11	91	-7	102
Cc1nc(-c2cccc(NC(=O)C3CCCCC3)c2)cs1	3	-5	6	98	4	107	7	100
COc1ccccc1NS(=O)(=O)c1cccc(NC(=O)c2cncc(Br)c2)c1	13	4	/	96	/	90	2	95
Cc1cccn2c(CN[C@H]3CCCCNC3=O)c(C(=O)N3CCOCC3)nc12	1	-1	-3	91	-4	96	-8	93
O=[N+]([O-])c1cc(/C=N/O)ccc1SCc1ccccc1	-13	13	12	101	16	102	-4	100
COc1ccc(CCNC(=O)COC(=O)c2ccc(S(=O)(=O)N3CCCC3)cc2)cc1OC	-2	-1	/	97	/	91	1	96
CCCCC(=Nc1ccc(N)cc1)C1=C(O)C(C(=O)OC)C(C)(C)CC1=O (stereo unspecified)	2	-6	-2	104	3	97	-2	103
Cc1cc(C)c2c(c1)/C(=c1/sc3n(c1=O)CN(c1ccccc1)CN=3)C(=O)N2	35	5	-7	103	-9	113	3	102
COc1ccc(OC)c(NC(=O)COc2coc(CN3CCc4ccccc43)cc2=O)c1	8	-4	-14	96	-5	99	-1	93
Cc1ccc(N2CCN(C(=O)c3cccs3)CC2)c(C)c1	-2	7	-2	109	-3	105	7	100
COc1cc(C(F)(F)F)nc2c(Br)c(C(C)(C)C)nn12	3	5	11	101	1	103	1	98
COc1ccc(-c2[nH]c(-c3ccc(C)cc3)nc2SCC(=O)NCc2ccco2)cc1OC	121*	0	6	95	-9	100	-9	108
CN1CCN(C(=S)c2cn(Cc3ccccc3F)c3ccccc23)CC1	2	-4	10	104	-6	110	2	108
O=C(NCc1cc([N+](=O)[O-])ccc1O)c1cccnc1Sc1ccccc1	-1	12	9	105	5	100	-12	105
CC(=O)Nc1ccc(SCC(=O)c2cc(C)n(C)c2C)cc1	5	-19	1	111	1	104	0	99
O=C(CSCc1cccc(Cl)c1)NCc1ccc2c(c1)OCO2	2	-10	-1	101	2	106	1	102

Molecules from the list above containing a nitro group on carbon (3):
SMILES	AHR activator	procasp7 counter	ZTA DNA inh	MEP2-GFP yeast	EBNA-1 inhibitor	LAP4 TOR yeast	procasp3 activ	RPL19A-GFP yeast
Cc1c(C(=O)N/N=C/C(C)C)[nH]c2c([N+](=O)[O-])cccc12	86*	-11	-3	100	1	99	-6	106
O=[N+]([O-])c1cc(/C=N/O)ccc1SCc1ccccc1	-13	13	12	101	16	102	-4	100
O=C(NCc1cc([N+](=O)[O-])ccc1O)c1cccnc1Sc1ccccc1	-1	12	9	105	5	100	-12	105

Other results
SMILES	AHR activator	procasp7 counter	ZTA DNA inh	MEP2-GFP yeast	EBNA-1 inhibitor	LAP4 TOR yeast	procasp3 activ	RPL19A-GFP yeast
CC(CCCC(C)(C)O)CC1C2=C(CCCC2=O)OC2=C1C(=O)CCC2 (stereo unspecified)	0	-6	2	98	4	93	5	102
Cc1c(C(=O)OCC(=O)NCc2ccco2)cccc1[N+](=O)[O-]	0	4	-10	95	/	91	10	95
CCOC(=O)c1c(NC(=O)c2ccno2)c2cc([N+](=O)[O-])ccc2n1C	5	5	2	100	8	109	-6	98
Cc1cccc(NC(=O)CSc2nc3ccccc3nc2N2CCCC2)c1C	-1	3	-13	100	8	100	7	100
COc1ccc(CSc2n[nH]c(C)n2)cc1Br	3	-5	0	106	8	97	0	101
COc1ccc(OC)c(CCNC(=O)CC2Oc3ccccc3NC2=O)c1 (stereo unspecified)	52*	1	17	111	7	98	-1	105
Cc1cccc(C(=O)NNC(=O)C2CC2)c1	-3	2	9	100	3	105	-9	97
N#Cc1ccc(CN2CCN(c3ccc(S(=O)(=O)N4CCCC4)cn3)CC2)cc1	-2	5	8	95	/	90	6	94
O=C(C1CCN(S(=O)(=O)c2cccnc2)CC1)N1CCN(c2ccc(Cl)cc2)CC1	1	5	1	106	0	101	-1	99
Cc1c(C)c2ccc(OCC(=O)NC3CCN(Cc4ccccc4)CC3)cc2oc1=O	-2	0	2	105	0	96	6	98
COc1ccc(OC)c(NC(=O)CNC(=O)Cn2ccc3ccccc3c2=O)c1	0	6	10	95	2	97	5	95
COc1ccc(CSc2nncn2C)cc1F	-2	4	-15	96	-4	84	-1	107
Cc1cccc(C)c1OCC(=O)N1CC2(C)CC1CC(C)(C)C2 (stereo unspecified)	6	-13	-20	99	9	99	-3	98
Cc1cc(C)cc(NC(=S)N(CCN2CCCCC2)Cc2ccco2)c1	6	12	-11	98	-1	95	-5	97
CCOC(=O)C1=C(C)N(c2ccc(C)c(C)c2)C(=O)/C1=C\c1ccco1	3	-1	4	108	6	101	-4	99
CCn1c(C)nc2cc(C(=O)NNC(=O)CCC3CCCCC3)ccc21	0	0	-2	103	-1	97	-4	104
COc1ccc(NC(=O)CN(C)C2CCS(=O)(=O)C2)cc1 (stereo unspecified)	0	-11	5	102	/	106	2	101
O=C(CCS(=O)(=O)c1ccccc1)N1CCN(c2ccccc2F)CC1	-1	8	1	101	5	95	-2	103
CC1(C)CC(=O)C(C(C2=C(O)CC(C)(C)CC2=O)c2cccs2)C(=O)C1 (stereo unspecified)	-3	-20	-10	185*	6	119	-10	103
CC(=O)c1ccc(NC(=O)COC(=O)/C=C/c2cccs2)cc1	2	-2	/	97	/	100	6	93
Cc1csc(SCC(=O)NCc2ccc3c(c2)OCO3)n1	13	4	11	102	12	110	6	97
CCCCn1c(CCC(=O)O)nc2cc(S(=O)(=O)N3CCCC3)ccc21	1	-6	/	109	/	97	-2	101
COc1cc(/C=N/NC(=O)c2cccnc2)ccc1OC(=O)c1ccc([N+](=O)[O-])cc1	8	0	-1	106	-3	97	3	113
COc1ccc(-c2cn3nc(SCC(=O)NCC4CCCO4)ccc3n2)cc1 (stereo unspecified)	13	-1	-10	92	1	88	-2	97
CCOC(=O)N1CCC(n2c(SCC(=O)NCc3ccccc3)nc3ccccc3c2=O)CC1	-2	5	7	101	4	102	-4	99
CCn1c(CC(=O)Nc2cccc(OC)c2)nnc1SCC(=O)Nc1nccs1	5	4	-19	94	2	91	0	97
COc1ccccc1NC(=O)CSc1nc2sc(C)c(C)c2c(=O)n1C	-3	5	5	102	-23	98	-4	103
O=C(c1ccccc1F)N1C(=O)c2cccc3cccc1c23	2	-10	9	104	4	98	-16	95
O=C1CN(S(=O)(=O)c2cccc(Br)c2)CCN1	-1	13	/	102	/	99	0	98
CSc1nn(CCc2ccncc2)c(=S)s1	0	-2	-9	96	-2	114	-2	109
CC1CCC(NC(=O)C2(C)CCC(=O)N2Cc2cccnc2)CC1 (stereo unspecified)	-1	2	-3	97	4	104	-1	96
CCN(CC)CCNC(=O)CCn1c(=S)[nH]c2cc3c(cc2c1=O)OCO3	1	-1	8	103	-6	100	0	99
CC(Oc1ccccc1)C(=O)N(CCC1=CCCCC1)c1c(N)n(Cc2ccccc2)c(=O)[nH]c1=O (stereo unspecified)	2	11	10	95	-17	80	0	100
Cc1ccc(SCC(=O)NNC(=O)CCS(=O)(=O)c2ccc(C)cc2)cc1	3	7	/	109	/	219*	3	76
CCc1nnc(NC(=O)COC(=O)CN2C(=O)c3ccccc3C2=O)s1	1	-1	-4	97	-3	98	-9	91
O=C(c1ccc(F)cc1)C1CCN(C(=O)Nc2ccccc2Cl)CC1	1	9	7	95	-5	121	10	96
CSCC[C@H](Nc1ncnc2sc(C)c(C)c12)C(=O)O	-1	-1	7	111	10	113	-9	105
COc1ccc2nc(-c3ccco3)c(-c3ccco3)nc2c1	15	-32	-2	93	-5	106	-18	91
O=C(O)c1ccc(NC(=O)C2(c3ccccc3)CCOCC2)cc1	0	15	5	?	14	?	-4	101[may fluoresce violet]
O=c1oc(-c2ccc(F)cc2)nc2ccsc12	10	-1	13	100	3	113	-2	101
C[C@@H](CN1C2=NC[C@H](Cc3ccccc3)N2C[C@H]1Cc1ccc(O)cc1)NC(=O)CCC1CCCCC1	-1	4	-6	90	-2	128	-7	95
CCOc1cc(N2CCOCC2)c(OCC)cc1NC(=O)Cc1ccc(OC)c(OC)c1	3	8	-6	106	6	101	1	101
COc1cc(/C=C2/SC(=S)N(CC(=O)Nc3nc4ccccc4s3)C2=O)cc(OC)c1OC	9	-28	14	97	0	100	-14	97
Cc1ccc(NS(=O)(=O)c2c(C)nc3sccn3c2=O)cc1	-1	-11	7	95	6	106	7	95
O=C(N1CCOCC1)N1CCN(CC(O)COc2ccc3ccccc3c2)CC1 (stereo unspecified)	0	3	-4	102	-12	91	-1	97
CCC(NC(=O)NC1=NCCS1)(C(F)(F)F)C(F)(F)F	0	-6	11	102	6	95	4	99
Cc1cccc2cc(CN(Cc3ccco3)C(=O)Nc3cccc(C#N)c3)c(Cl)nc12	-1	3	-1	94	1	92	0	96
COc1cccc(C2CC(=O)N3CN(c4cccc(Cl)c4C)CSC3=C2C#N)c1OC (stereo unspecified)	2	-12	23	102	20	99	-18	101
Brc1ccc(/C=N/n2cnnc2)s1	2	6	3	89	-6	97	1	94
CCN(CC)S(=O)(=O)c1ccc(OC)c(NC(=O)c2cc3c(=O)n4ccccc4nc3s2)c1	5	-2	-1	109	5	88	8	103
Other results follow.
SMILES	AHR activator	procasp7 counter	ZTA DNA inh	MEP2-GFP yeast	EBNA-1 inhibitor	LAP4 TOR yeast	procasp3 activ	RPL19A-GFP yeast
COc1ccc(-c2cc(C(F)(F)F)n3nc(C(=O)NCCN4CCOCC4)cc3n2)cc1	-2	0	-21	98	-3	98	7	97
CC1(C)COC(c2cccn2Cc2ccc(F)cc2Cl)=N1	1	5	-6	106	-4	101	1	98
CC1CCCC(C(=O)O)N1C(=O)CCSSCCC(=O)N1C(C)CCCC1C(=O)O (stereo unspecified)	6	-3	-3	92	-3	94	-15	94
COC(=O)C1CN(C(=O)C(C)Oc2ccc(F)cc2)c2ccccc2O1 (stereo unspecified)	6	-3	-13	103	-13	96	-1	99
Cc1cccc(NC(=O)c2cnn(-c3ccccc3)c2C)c1C	-7	0	2	99	-13	99	2	95
CC1(c2ccccc2)NC(=O)N(CC(=O)Nc2ccc(S(=O)(=O)Nc3ncccn3)cc2)C1=O (stereo unspecified)	1	4	-4	92	5	93	8	89
C/C(N)=C(/C#N)C(=O)CSc1nc(C2CCCCC2)n(-c2ccccc2)n1	-2	-9	-15	95	-16	90	-1	92
